BoNT-A LC inh2: blocks Botulinum neurotoxin A light chain protease; inhibition, % at 10 µM; 0.17% of 360,000 active; multiplex microsphere protease substrate cleavage, flow cytometry; AID 588499; further: plate controls were buffer without enzyme for full effect and enzyme alone for no effect
GDH-TPI inh: counter-screen for M. tuberculosis FBA inhibitors: GDH-TPI coupled enzymes. 1.2% of 360,000 active. inhibition, % at 4.8 µM. GDH-TPI coupled enzyme counterscreen, NADH absorbance. AID 588335; in the data active means inhibition above about 30%;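 further: 0% = DMSO wells and 100% = wells lacking the enzyme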
FadD28 FP inh: blocks FadD28 binding to the bisubstrate probe | fluorescence polarization | inhibition, % at 12.5 µM | 0.22% of 360,000 active; in the data active means inhibition above about 8.5%, passing the limit was not always enough; inconclusive means no clear call, values can overlap the other calls
Anthrax LF prot: anthrax lethal factor protease inhibition | P15917 | multiplex microsphere protease cleavage assay, LF | inhibition, % at 10 µM | 0.12% of 360,000 active; further: plate controls were buffer without enzyme for full effect and enzyme alone for no effect
Target sequence (P15917 whole entry, looked up): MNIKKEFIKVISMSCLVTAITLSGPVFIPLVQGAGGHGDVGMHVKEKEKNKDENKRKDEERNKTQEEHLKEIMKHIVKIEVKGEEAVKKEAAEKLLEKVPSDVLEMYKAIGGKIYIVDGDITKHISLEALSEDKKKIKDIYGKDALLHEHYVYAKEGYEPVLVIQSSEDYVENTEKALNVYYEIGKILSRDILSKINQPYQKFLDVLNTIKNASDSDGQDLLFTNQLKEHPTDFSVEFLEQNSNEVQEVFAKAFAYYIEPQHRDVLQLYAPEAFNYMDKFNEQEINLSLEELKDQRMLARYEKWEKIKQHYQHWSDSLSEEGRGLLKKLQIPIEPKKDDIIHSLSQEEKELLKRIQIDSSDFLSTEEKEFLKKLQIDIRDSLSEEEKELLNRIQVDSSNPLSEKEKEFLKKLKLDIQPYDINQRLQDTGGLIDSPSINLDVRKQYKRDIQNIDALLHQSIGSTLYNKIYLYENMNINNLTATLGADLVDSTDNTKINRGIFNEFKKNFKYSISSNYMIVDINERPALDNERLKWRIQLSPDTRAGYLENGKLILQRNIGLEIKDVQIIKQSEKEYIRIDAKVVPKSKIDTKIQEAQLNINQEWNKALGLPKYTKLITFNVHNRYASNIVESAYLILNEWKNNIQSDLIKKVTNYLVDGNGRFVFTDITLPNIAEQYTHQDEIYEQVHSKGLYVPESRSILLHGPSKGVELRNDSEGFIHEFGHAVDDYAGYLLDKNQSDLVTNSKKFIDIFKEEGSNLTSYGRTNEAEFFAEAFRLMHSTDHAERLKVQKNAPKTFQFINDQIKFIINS
Mtb UGM inh: Mtb UDP-galactopyranose mutase inhibition; AID 504406; 0.06% of 320,000 active; purified UGM, fluorescence polarization probe displacement; inhibition, % at 10 µM; in the data active means inhibition above about 10%, passing the limit was not always enough; inconclusive means no clear call, values can overlap the other calls
Mtb FBA inh: inhibits M. tuberculosis FBA enzyme; purified M. tuberculosis FBA, fluorescence read-out; AID 588726; inhibition, % at 1 µM; 2.3% of 360,000 active; in the data active means inhibition above about 27%;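 further: 0% = vehicle and 100% = reference inhibitor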
Mtb BioA inh: BioA (M. tuberculosis) enzyme inhibition. purified M. tuberculosis BioA enzyme, plate reader. inhibition, % at 9.99 µM. 0.096% of 360,000 active; in the data active means inhibition above about 40%; inconclusive means no clear call, values can overlap the other calls
BoNT-F LC inh: blocks Botulinum neurotoxin F light chain protease; Multiplex microsphere protease cleavage assay, flow cytometry; inhibition, % at 10 µM; 0.22% of 360,000 active; AID 588497; in the data active means inhibition above about 35%, passing the limit was not always enough; inconclusive means no clear call, values can overlap the other calls; further: plate controls were buffer without enzyme for full effect and enzyme alone for no effect
PfHsp40 yeast: rescue of PfHsp40-mediated yeast toxicity | S. cerevisiae expressing PfHsp40, growth rescue, ATP luminescence | growth rescue, % at 12.5 µM | 0.68% of 340,000 active | AID 504582; in the data active means growth rescue above about 28%, passing the limit was not always enough; inconclusive means no clear call, values can overlap the other calls;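 further: yeast W303a lacking pdr1 and pdr3 grown in galactose medium; growth measured after three days at 30 °C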
* hit, by the source's call; ? = inconclusive; . = not tested or not shown. Unless noted, no stated cut-off is given here; in the data, active means inhibition above about 30%; inconclusive means no clear call, values can overlap the other calls; inactive means below that. Rows were taken by chance, and some 4.7% of all compounds hit somewhere here.

SMILES	BoNT-A LC inh2	GDH-TPI inh	FadD28 FP inh	Anthrax LF prot	Mtb UGM inh	Mtb FBA inh	Mtb BioA inh	BoNT-F LC inh	PfHsp40 yeast
COc1cc(NC(=O)C2CCCN2C(=O)OCc2ccccc2)cc(OC)c1 (configuration not stated)	-1.2	0	-4.2	-1	0.7	3	0.8	-5	-0.3
COc1ccc(-c2c3c(=O)n(C)c(=O)n(C)c3cn2N2CCOCC2)cc1	-0.8	14	-2.1	1	-0.1	-1	-2.4	6	-1.0
CCCCN(C(=O)c1cc(-c2ccco2)nc2ccccc12)c1c(N)n(CCCC)c(=O)[nH]c1=O	2.3	11	-1.7	-2	-2.9	4	.	-7	0.0
Cc1cc(-c2ccccc2)n2nc(C)c(C#N)c2n1	-0.1	7	-3.4	1	-1.9	27*	1.6	-1	0.6
CC(=O)Nc1ccccc1OCC(=O)N(Cc1ccccc1)C(C)C	0.5	3	-15	2	0.1	1	0.5	-1	-1.0
O=C(CSc1nnc(-c2cccs2)n1-c1ccccc1)N1CCCC1	-3.1	-1	-3.3	-2	1.5	1	1.0	-3	1.0
CCN1C(=O)/C(=C\c2cccn2-c2ccc([N+](=O)[O-])cc2)N(CC)C1=S	0.1	7	-1.2	2	-2.0	-1	-0.9	1	-1.1
COc1cccc(N2C(N)=NC(N)=NC2(C)C)c1	0.0	-1	-3.6	-1	1.2	0	.	-12	-0.2
CCCOc1ccc(F)cc1-c1cc(C(=O)NCc2ccccc2)[nH]n1	-0.6	6	-2.4	-5	.	-1	-1.4	-11	.
O=[N+]([O-])c1ccc(N=Nc2c(Cl)cc(O)cc2Cl)cc1	-1.0	13	0.4	-6	1.6	-4	0.0	10	175*
CC(C)(C)c1nnc(NS(=O)(=O)c2ccc(F)cc2)s1	-4.4	-4	-2.9	-7	.	-1	-0.7	-25	7.6
CN(C)C(=O)Oc1ccc(Br)c2ccccc12	0.0	-2	-4.8	-1	1.7	0	2.0	2	-1.4
Cn1cnnc1Sc1ccc(/C=C(\CCC(=O)O)c2nc3ccccc3s2)cc1[N+](=O)[O-]	0.5	10	0.7	-6	1.7	-1	.	0	0.7
O=C1C=CC(=O)N1c1ccccc1N1C(=O)C=CC1=O	0.1	2	-4.4	-6	.	-4	-1.9	5	1.0
CCOC(=O)CCCCCC(=O)Nc1ccc2c(c1)C(=O)N([C@@H](C)CO)C[C@@H](C)[C@H](CN(C)C(=O)Nc1ccccc1)OCCCC[C@H](C)O2	-0.2	6	-3.0	3	.	1	0.3	-3	.
COC(=O)Cc1cc(=O)n(-c2nc3ccccc3s2)[nH]1	-1.7	16	?	-4	1.7	-2	-3.6	-18	103*
O=c1c2cccnc2[nH]c(=S)n1CCC1=CCCCC1	-0.1	6	-1.6	2	0.2	0	2.4	6	-0.8
S=C(c1ccc(N2CCOCC2)cc1)N1CCOCC1	0.5	13	0.4	1	-0.8	-1	-0.4	0	-1.7
O=C(O)c1cccc(-c2nnn(Cc3ccccc3Cl)n2)c1	-1.7	1	-7.2	-2	5.2	2	-4.0	-21	-0.7
FC(F)(F)c1cnc(Oc2ccccc2-c2nnc(-c3ccc(Cl)cc3)o2)c(Cl)c1	0.1	2	0.6	-5	0.3	5	.	14	0.8
CC(C)NC(=O)C(=O)NC1CCCCCC1	0.2	-6	-3.2	-1	-0.6	25	0.5	17	0.2
CCOc1ccc(NC(=O)CN2CCN(CC(=O)Nc3ccc(OC)cc3)CC2)cc1	-1.7	4	-2.3	-7	-1.6	3	.	-23	0.6
CCOC(=O)c1c(NC(=O)CCC(=O)NCc2ccco2)sc2c1CCCC2	0.4	-6	1.6	2	-0.8	-5	1.4	-1	0.8
O=S(=O)(c1ccc(F)cc1)N1CCN(Cc2ccccn2)CC1	-0.3	3	-2.6	-2	-0.4	8	-0.5	1	-0.4
COc1cccc(NC(=O)C(Sc2nnc3ccccn23)c2ccccc2)c1 (configuration not stated)	0.2	-6	-1.0	2	-6.3	1	12	1	-0.9
Cc1ccc(C(=O)O/N=C(/c2nonc2N)N(C)C)cc1	0.7	-5	-3.1	3	2.0	3	-0.3	?	0.7
CCC(C(=O)Nc1nc(C)cs1)c1ccccc1 (configuration not stated)	1.1	4	-3.1	1	0.5	-2	0.7	-18	-0.2
CN1CCN(S(=O)(=O)c2cccc(C(=O)N(C)Cc3cccs3)c2)CC1	0.2	5	-3.6	1	-2.4	-2	-0.2	-1	-2.3
CCOCCOC(=O)C1=C(C)N(C)C(=O)NC1c1cc(Cl)c(O)c(OC)c1 (configuration not stated)	0.5	12	-1.6	-1	0.2	0	.	-2	-0.8
Cc1sc(NC(=O)c2cccc([N+](=O)[O-])c2)c(C(N)=O)c1-c1ccc(C(C)(C)C)cc1	-1.9	-3	-0.7	-3	-2.0	-2	0.6	-49	-0.5
CC(C)(C)n1nc2c(c1NC(=O)CCCc1ccccc1)CS(=O)C2 (configuration not stated)	-0.9	11	-2.3	-9	0.7	3	0.6	0	-1.0
Cc1nn(Cc2ccccc2)c(Cl)c1C(=O)NC(C)(C)C	-0.9	-1	-0.6	-5	-0.2	7	1.3	-6	0.3
CC(C)(CNC(=O)Cc1ccc(Cl)cc1Cl)N1CCCCC1	4.0	-2	-2.8	2	0.3	1	.	8	0.4
CCOC(=O)C1=CCN(S(=O)(=O)c2ccc(C)cc2)C1c1cccc(C)c1 (configuration not stated)	-0.3	.	-2.6	-3	.	4	-1.2	-8	.
C=CCn1c(Cc2csc(N)n2)nnc1SCC(=O)OCC	1.9	11	-1.7	0	0.7	-1	.	-2	-1.4
COc1ccc(CN2CCn3ncc(C(=O)Nc4cc(C)cc(C)c4)c3C2=O)cc1	-0.1	10	0.1	1	-1.9	6	-0.9	4	-1.1
CN(C)Cc1c(O)ccc2occ(C(O)c3ccccc3)c12 (configuration not stated)	-0.6	-3	0.6	-2	1.0	6	.	-8	0.5
COc1ccc(S(=O)(=O)N(C)c2ccc(C(=O)NCc3ccccn3)cc2)cc1OC	-0.8	0	-0.3	-3	2.4	-1	2.7	-3	0.0
COc1ccc(-c2cc(NC=O)c3ncc(-c4ccc(OC)c(OC)c4)n3c2)cc1OC	1.4	8	-2.3	-7	.	2	-0.6	-1	.
CCNC(=O)COC(=O)/C=C/c1c(C)nn(Cc2cccc(OC)c2)c1Cl	-0.1	7	-3.3	-1	-1.9	0	-0.5	3	0.4
O=c1cc(Cl)[nH]c(=O)n1Cc1ccc(F)cc1	-0.9	-2	-0.1	-4	2.1	0	-1.1	-2	-0.5
CC12CCC(C(=O)Nc3cc(F)ccc3F)(CC1=O)C2(C)C (configuration not stated)	0.0	2	-0.8	3	-2.3	3	0.3	2	1.4
CCCc1cc(=O)n2[nH]c(Cc3ccccc3)nc2n1	0.2	6	-3.4	9	1.7	0	-1.0	?	-0.5
CCn1c2ccccc2c2cc([N+](=O)[O-])ccc21	1.4	3	-1.2	-2	-0.4	3	.	-7	0.6
CCOc1ccc(CC2NCCc3cc(OCC)c(OCC)cc32)cc1OCC (configuration not stated)	0.2	1	-1.1	0	-2.2	9	-0.1	0	0.7
Nc1nonc1C(=O)NC(c1ccccc1)c1ccccc1	-0.5	22	-2.0	-10	-0.7	2	0.8	-1	0.2
O=C(C1=C[C@@H](C2CCCCC2)C[C@@H](OCCCCO)O1)N1CCN(Cc2ccc3c(c2)OCO3)CC1	0.0	1	-2.4	0	-1.2	1	1.7	-10	-0.5
c1ccc2cc(Cn3ccnc3)ccc2c1	1.2	-9	-3.9	-3	4.2	0	0.5	-17	-0.4
O=C(NNC(=O)c1cccc2ccccc12)c1ccc(Br)cc1	-1.1	-3	-0.2	-7	.	-1	0.2	0	0.1
Cc1ccc(N(Cc2cc(=O)[nH]c3ccccc23)C(=O)C(C)C)cc1	-0.5	19	-1.7	-2	2.7	3	1.1	1	0.0
C=CCC[C@@H](Cc1ccc(F)cc1)C(=O)OC[C@H](Cc1c[nH]c2ccccc12)NC(=O)[C@@H](CC=C)CC(=O)N[C@H](CO)Cc1ccccc1	-0.4	15	-0.2	-6	2.8	3	-2.8	-9	-0.8
CCCCC1=CC2=C(c3ccco3)C(=O)C(C)(OC(=O)c3ccc(OC)cc3)C(=O)C2=CN1C1CCCCC1 (configuration not stated)	3.2	8	0.9	-5	1.9	1	0.3	-1	-1.3
CC1CCCN(C(=O)CCCn2c(=S)[nH]c3ccccc3c2=O)C1 (configuration not stated)	0.8	-6	-2.4	-6	-1.3	1	4.1	0	2.4
COc1ccc(-c2noc(CCCOc3ccc(Cl)cc3Cl)n2)cc1	0.3	8	-1.4	-2	-0.8	1	-1.2	14	1.1
COc1ccc(N2C(=O)/C(=C3/C=CC=CN3C)SC2=S)cc1	0.5	16	-0.7	0	-1.4	-19	.	3	-1.2
OCCCNc1nc(-c2ccc(Cl)cc2)nnc1-c1ccccc1	0.4	19	-1.0	1	-0.8	-2	-5.6	-1	-0.4
O=C(Nc1ccc(Cl)cc1)C1CC=CCC1C(=O)OCC(F)(F)C(F)F (configuration not stated)	-0.8	-2	-3.2	-9	2.7	-2	2.6	4	-0.7
COc1cc(O)sc1C=Nc1ccc(Cl)cc1Cl	-0.3	-3	-1.7	0	-1.0	1	.	0	-0.6
O=C(NC1CCCC1)c1cc(-c2cccs2)on1	0.0	0	0.8	1	-1.3	0	-0.5	-3	0.0
Cc1ccc(N(CC(=O)NCC2CCCO2)C(=O)CCC(=O)Nc2ccccn2)cc1 (configuration not stated)	0.4	-7	-2.4	-5	1.5	3	.	-8	0.9

Continued:
SMILES	BoNT-A LC inh2	GDH-TPI inh	FadD28 FP inh	Anthrax LF prot	Mtb UGM inh	Mtb FBA inh	Mtb BioA inh	BoNT-F LC inh	PfHsp40 yeast
COc1ccccc1/C=C1\NC(=S)N(CC2CCCO2)C1=O (configuration not stated)	3.5	19	-2.0	1	0.9	8	-1.0	-8	1.6
CC(C)[C@H](NC(=O)c1ccco1)C(=O)OCC(=O)Nc1ccccc1OC(F)F	-0.9	1	-3.7	-8	3.3	-4	0.5	2	-1.1
C=CCSc1nnc(NC(=O)CSc2nc3ccccc3[nH]2)s1	-0.6	2	-0.4	-3	0.2	2	-2.9	2	0.1
CC(NC(=O)CSC(=S)N1CCCC1)c1ccc(S(N)(=O)=O)cc1 (configuration not stated)	0.0	5	-0.7	0	5.3	-1	2.7	3	-1.1
O=C(Nc1ccc2c(c1)OCO2)OCc1ccccc1	-2.3	0	-0.9	-4	-4.8	2	-1.0	-12	-0.1
COCCNC(=O)/C(C#N)=C/c1nc(N(C)C)n(-c2ccc(F)cc2)c1Cl	1.2	4	-1.9	-2	-1.2	1	6.5	-5	0.1
COc1ccccc1-n1c(C)nc2cc(C(=O)NCC3CCCO3)ccc21 (configuration not stated)	1.8	2	1.0	-2	1.0	1	30	6	-0.1
CN1CCCN(S(=O)(=O)c2cccc(C#N)c2)CC1	-3.8	7	0.5	-3	0.3	0	-2.2	-2	.
Cc1ccc(S(=O)(=O)N[C@@H](CCCCN)C(=O)CCl)cc1	2.1	8	-2.4	-14	-0.5	0	-2.1	-41	-0.4
Cc1ccc(-n2ncc3c2CCCC3NC(=O)CCn2ccnc2C)cc1C (configuration not stated)	3.0	1	-0.6	2	-0.7	1	0.3	-1	-1.0

Screening results from PubChem.
